# Mdm2-MdmX inh: inhibitors of human Mdm2/MdmX interaction. AID 485346. inhibition, % at 8 µM. 330,000 compounds, 3% hits. SaOS-2 split-luciferase Mdm2/MdmX complementation, luminescence;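 active means inhibition of at least 50% at 8 µM in the primary screen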
# XBP1 UPR activ: adaptive UPR (XBP1) activation | CHO-XBP1 luciferase reporter, IRE1-XBP1 UPR activation, luminescence; percent of tunicamycin response, DMSO as zero | activation, % at 20 µM | 330,000 compounds, 0.33% hits;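 active means versus positive control, 20 µM dose yields 30% or more activation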;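 further: 100% = tunicamycin at 10 µg/mL and 0% = DMSO only wells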
#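 Test system: CHO-XBP1 luciferase reporter cells | Buffer or medium: Serum-containing F12 medium, 10% FBS | Schedule: 6 h compound exposure at 37 °C, 5% CO2 | Detection: Steady-Glo luciferase glow luminescence, 10 min after reagent addition | Read-out basis: Activation, % of tunicamycin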
# APJ antagonist: blocks the human apelin receptor APJ. P35414. 330,000 compounds, 0.32% hits. CHO-K1 APJ beta-arrestin complementation, luminescence. AID 2521. inhibition, % at 20 µM;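 active means inhibition above about 40% at 20 µM, limit read from the data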;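 further: cells challenged with 10 nM apelin-13 agonist together with compound; plate controls were apelin-13 plus DMSO wells for no effect and DMSO wells lacking apelin-13 for full effect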
# Target sequence (P35414 whole entry, looked up): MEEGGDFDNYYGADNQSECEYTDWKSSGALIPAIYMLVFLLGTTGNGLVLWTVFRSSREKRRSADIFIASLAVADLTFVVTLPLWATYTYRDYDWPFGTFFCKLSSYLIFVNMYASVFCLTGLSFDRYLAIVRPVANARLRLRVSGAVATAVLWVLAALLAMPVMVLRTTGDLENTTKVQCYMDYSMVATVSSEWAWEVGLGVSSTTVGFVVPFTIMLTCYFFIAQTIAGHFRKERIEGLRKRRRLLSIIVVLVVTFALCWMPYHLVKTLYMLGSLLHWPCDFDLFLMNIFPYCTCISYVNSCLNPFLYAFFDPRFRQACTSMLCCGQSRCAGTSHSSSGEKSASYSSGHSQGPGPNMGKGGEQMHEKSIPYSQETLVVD
# tim23-1 inh: inhibits growth of tim23-1 mutant yeast | S. cerevisiae tim23-1 growth, BacTiter-Glo luminescence, 24 h | inhibition, % at 20 µM | 330,000 compounds, 1.3% hits | AID 463212;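 active means growth inhibition of the mutant yeast at or above 50%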;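 further: temperature-sensitive mutant grown at 25 °C; plate controls were DMSO-treated mutant yeast for no effect and medium wells lacking yeast for full effect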
# EBI2 block: antagonists of human EBI2 receptor; P32249; EBI2 beta-arrestin recruitment, luminescence, 7a,25-OHC stimulated; inhibition, % at 5 µM; 360,000 compounds, 0.81% hits; in the data active means inhibition above about 38%;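 further: enzyme fragment complementation signal reports receptor beta-arrestin coupling in cells; 0% = agonist plus DMSO wells and 100% = wells without agonist; some results beyond the cut were filed as inactive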
# Target sequence (P32249 whole entry, looked up, the tested form may be a part): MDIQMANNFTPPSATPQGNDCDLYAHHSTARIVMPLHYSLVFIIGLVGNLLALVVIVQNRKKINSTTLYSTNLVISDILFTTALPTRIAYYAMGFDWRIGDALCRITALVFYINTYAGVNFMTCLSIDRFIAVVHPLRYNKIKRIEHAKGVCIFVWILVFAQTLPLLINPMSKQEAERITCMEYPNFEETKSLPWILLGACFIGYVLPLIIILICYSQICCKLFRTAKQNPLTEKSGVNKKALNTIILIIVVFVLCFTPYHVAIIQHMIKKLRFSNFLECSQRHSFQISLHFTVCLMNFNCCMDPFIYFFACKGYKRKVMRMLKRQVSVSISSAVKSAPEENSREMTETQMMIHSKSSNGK
# APJ agonist: agonists of human APJ apelin receptor | P35414 | CHO-K1 APJ PathHunter beta-arrestin, luminescence; 0% DMSO wells, 100% apelin | activation, % at 20 µM | 330,000 compounds, 0.11% hits | AID 2520;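 active means activation more than six SD over the plate average, tested at 20 µM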;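 further: 0% = DMSO alone and 100% = apelin-13 at 10 nM; some results filed as inactive read as strong as hits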
#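 Test system – PathHunter CHO-K1 APJ (AGTRL-1) beta-arrestin reporter cells · Input – 1000 cells/well · Compound – single test compound dose, 20 µM final, 1% DMSO · Times – compound stimulation 90 min at 25 °C, detection 60 min · Technique – beta-gal luminescence · Read-out basis – APJ–arrestin association signal · Control set – negative DMSO alone, positive Apelin-13 at 10 nM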
# CCR6 antagonist: blocks CCL20-driven beta-arrestin recruitment at human CCR6 | P51684 | 340,000 compounds, 0.49% hits | AID 493098 | inhibition, % at 20 µM | CHO-K1 CCR6 PathHunter beta-arrestin, luminescence, CCL20-stimulated;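 active means compounds whose inhibition of the agonist-driven luminescence signal at 20 µM reaches about 50%, limit read from the data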;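 further: cells stimulated with CCL20 at 14 nM final; plate controls were DMSO with CCL20 for no effect and DMSO without agonist for full effect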
# CXCR6 inh: CXCR6 (human) receptor inhibition | O00574 | inhibition, % at 20 µM | AID 602244 | CHO-K1 PathHunter CXCR6 beta-arrestin, luminescence | 360,000 compounds, 0.36% hits; in the data active means inhibition above about 34%, passing the limit was not always enough;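 further: antagonist mode with CXCL16 agonist at 10 nM final; 0% = 10 nM CXCL16 with DMSO and 100% = unstimulated wells without agonist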
# UPR CHOP act: activators of apoptotic arm of unfolded protein response (CHOP). CHO-CHOP luciferase reporter, UPR activation, luminescence; percent of tunicamycin response over DMSO baseline. activation, % at 10 µM. 330,000 compounds, 0.34% hits;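 active means at 10 µM dose, activation of 40% or more, normalized to positive control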;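 further: 100% = tunicamycin at 10 µg/mL and 0% = DMSO alone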
#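 Evaluation: % reporter activation, DMSO baseline versus tunicamycin full activation; System: CHO-CHOP luciferase reporter cell line; Input: 500 cells/well; Incubation: 6 h compound treatment, 37 °C; Measured by: Steady-Glo luciferase luminescence; Dosing: one dose, 10 µM in 0.5% DMSO; Buffer or medium: F12 medium, 10% FBS; Benchmarks: positive tunicamycin 10 µg/mL, negative DMSO alone.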
# The depositor's hits bear a star; . = no result given. Only part of the results is shown; count on the stated rates, not on these rows.
# Fields – EBI2 block | CXCR6 inh | APJ agonist | UPR CHOP act | XBP1 UPR activ | APJ antagonist | Mdm2-MdmX inh | tim23-1 inh | CCR6 antagonist
O=C(NCCCSc1ccccc1)c1cnc(Cl)c(Cl)c1
 : 7 | -4 | -1 | 2.0 | -5 | -5 | -14 | 10 | 3
Cc1ccc(-c2nsc(SCC(=O)NCc3ccc4c(c3)OCO4)n2)cc1
 : -1 | 3 | -2 | -1.7 | -2 | 0 | -16 | -10 | -12
C#CCOCCOCCOCCNc1nc(N2CCN(C(=O)CCCCCCCCCCNC(=O)Cn3cc(C[C@@H](C)O)nn3)CC2)nc(N2CCN(C(=O)CCCCCCCCCCNC(=O)Cn3cc(C[C@@H](C)O)nn3)CC2)n1
 : -13 | 10 | 7 | 1.3 | -3 | 18 | 16 | 6 | -3
COc1ccc(OC)c(CCNC(=O)CS(=O)(=O)Cc2nc(-c3ccccc3Cl)oc2C)c1
 : 9 | -2 | 2 | 1.0 | -2 | 15 | 4 | 18 | 22
Cc1ccc(OCCn2c(CCCO)nc3ccccc32)cc1
 : 2 | -2 | 8 | 2.2 | 3 | -11 | -11 | 14 | 1
O=C(O)c1cc(C(=O)C2CC2)c[nH]1
 : 1 | 3 | 3 | -0.9 | -1 | -42 | 0 | 2 | -3
O=C(Nc1c(F)cccc1F)c1cnc(N2CCN(c3ccccn3)CC2)c2ccccc12
 : -3 | -5 | 6 | 1.0 | 4 | -4 | 57* | 31 | 12
Cc1c(NC(=O)COC(=O)c2ccccc2Cl)c(=O)n(-c2ccccc2)n1C
 : -5 | 0 | 0 | -0.1 | -3 | -11 | 12 | 12 | 0
O=C1NCCCC1C(=O)NCCN1C(=O)CCC1=O (stereo unspecified)
 : 2 | -7 | -5 | 1.6 | 0 | 16 | -17 | 7 | 6
O=C(Nc1nc(-c2ccc(Cl)cc2Cl)cs1)c1ccc(OCC2CCCO2)cc1 (stereo unspecified)
 : 8 | -2 | 0 | 9.2 | 3 | 16 | 27 | 10 | 11
Cc1ccc(S(=O)(=O)N2CCCOC2CNC(=O)C(=O)NCc2ccncc2)cc1 (stereo unspecified)
 : -3 | -2 | 2 | 1.2 | 0 | 15 | 14 | 14 | 4
Cc1cccc(CCN2C(N(C)C)=NC[C@@H]2C)c1
 : 3 | 9 | 6 | -1.2 | -1 | -7 | -4 | 2 | 6
O=c1oc(CCCO)cc2ccc(/C=C/c3cccc([N+](=O)[O-])c3)cc12
 : 15 | -4 | 5 | 76* | 78* | 9 | 12 | 5 | 5
O=C(c1ccc2nc(N3CCOCC3)sc2c1)N1CCN(C(=O)c2ccco2)CC1
 : -6 | 0 | -2 | -0.8 | -2 | 8 | -14 | 7 | -2
O=C(CSc1nnc(-c2ccccc2F)o1)N1CCCC1
 : -10 | -4 | -2 | 8.8 | -3 | 14 | 3 | 6 | 15
CCCC1C2C(=O)N(c3ccccc3)C(=O)C2ON1c1ccccc1 (stereo unspecified)
 : -1 | -5 | -4 | 0.1 | 1 | 10 | -33 | 16 | -7
Cc1ccc(CCN2CC(C(=O)NC3CCCC3)CC2=O)cc1 (stereo unspecified)
 : 8 | -1 | 8 | -0.1 | -1 | -6 | 6 | 15 | -7
CCN(CC)C(=O)c1cn(-c2cccc(OC)c2)c(=O)c2ccccc12
 : -15 | -3 | 2 | -0.2 | -2 | -2 | -16 | 19 | 5
COc1cc(/C=C2\C(=N)N3N=C(S(C)(=O)=O)SC3=NC2=O)ccc1OC(=O)c1cccs1
 : -15 | 0 | -2 | -0.1 | -6 | 7 | 11 | 19 | 17
CS(=O)(=O)c1ccc(Cl)c(C(=O)Nc2ccc3nc(N4CCOCC4)sc3c2)c1
 : -13 | -6 | 0 | 3.1 | -3 | -1 | 13 | 20 | 3
COc1ccc(C2C(C(=O)c3cccs3)=C(O)C(=O)N2c2cccc(C)n2)cc1OC (stereo unspecified)
 : -2 | 3 | 3 | -1.8 | -1 | 2 | 14 | 2 | 6
COc1cc(/C=N/n2cnnc2)ccc1OC(=O)c1cccnc1
 : -21 | 8 | -1 | -0.2 | 1 | 3 | -12 | -22 | 0
Cc1ccn(C(C)CC(=O)N2CCc3ccccc32)n1 (stereo unspecified)
 : -19 | -2 | -4 | 0.0 | -4 | 13 | 14 | 8 | -5
NC(=O)CC(NC(=O)Cc1ccc(Cl)cc1)c1ccc(NC2CCN(Cc3ccccc3)CC2)c([N+](=O)[O-])c1 (stereo unspecified)
 : -21 | 2 | -1 | -2.2 | 3 | 7 | 2 | 10 | 12
CC(C)CNC(=O)c1cccc(NC(=O)Cc2ccc(Br)cc2)c1
 : -9 | -1 | 0 | 1.5 | 0 | -1 | 18 | 3 | 6
CC1(C)CC[C@@]23CC[C@]4(C)[C@@](OC2=O)(C3C1)[C@H]1O[C@H]1C1[C@@]2(C)CC[C@H](O)C(C)(C)C2CC[C@]14C (stereo partly specified)
 : . | . | -3 | 0.3 | 50* | -33 | 75* | 5 | -16
CCn1cc(C(=O)NCCCOC)c2cc(OC)c(OC)cc2c1=O
 : -6 | -6 | -1 | 2.0 | 0 | 3 | -20 | 6 | 6
Cc1ccc(-c2cc(=O)[nH]c3ccccc23)cc1
 : 1 | -6 | -8 | 0.9 | 7 | -6 | 36 | 25 | 10
Cc1ccc(C(C)C)cc1OCC(=O)Nc1ccccc1N1CCCC1
 : 11 | 6 | -6 | -0.2 | 1 | -39 | 29 | 9 | 23
COc1cc2c(cc1OC)C(COc1ccc(F)cc1)N(C(=O)c1ccco1)CC2 (stereo unspecified)
 : 4 | 8 | -2 | -1.0 | 1 | 7 | 8 | 25 | 18
CC(C)(C)OC(=O)C[C@H]1C/C=C\C[C@H](CC(=O)NCCO)C(=O)NC[C@@H](c2ccccc2)OC1=O
 : -6 | -1 | -3 | 0.2 | -2 | 1 | 37 | 10 | -15
Cc1csc(=O)n1CC(=O)OC(C)C(=O)Nc1ccc(F)c(F)c1F (stereo unspecified)
 : 0 | 3 | 12 | -0.9 | -1 | 1 | -15 | 9 | 2
COc1cc(C)ccc1OCC(=O)Nc1nnc(C2CC2)s1
 : -14 | -4 | 1 | -0.2 | 1 | -5 | 4 | 1 | 0
COc1ccccc1/C=C/c1onc(C)c1S(=O)(=O)N1CCC(C(=O)NC(C)C)CC1
 : 6 | 1 | -3 | 0.5 | 1 | -51 | 13 | 5 | 27
CCCOc1ccc(-c2nc(-c3ccc([N+](=O)[O-])cc3)cs2)cc1
 : -6 | -5 | -3 | -0.9 | -10 | -12 | -15 | 18 | -13
COc1ccc(N2CCN(C(=O)c3ccc(CS(=O)(=O)c4ccc(Br)cc4)o3)CC2)cc1
 : 13 | -2 | 14 | -3.2 | -1 | -14 | 4 | 4 | -3
Cc1ccc(-c2cc(C(=O)NCCc3ccccn3)c3ccccc3n2)c(C)c1
 : -8 | 1 | 3 | -1.0 | 0 | 3 | -4 | 23 | 11
CCCCCN(C(=O)CCC(=O)OCC(=O)c1cccc(OC)c1)c1c(N)n(CCCC)c(=O)[nH]c1=O
 : -6 | 3 | -3 | -1.0 | -3 | 11 | 2 | -4 | 1
CC(C)NS(=O)(=O)c1ccc(CCC(=O)N2CCCCC2)cc1
 : -3 | 6 | 1 | 5.1 | -1 | -20 | -19 | 3 | 10
Fc1ccc(COc2ccc(Cl)cc2/C=N/Nc2nc(N3CCCC3)nc(N3CCCC3)n2)cc1
 : -1 | -4 | -2 | 2.8 | -3 | 10 | 18 | 17 | 6
O=S(=O)(c1cccc(-c2nc3n(n2)Cc2ccccc2-3)c1)N1CCCC1
 : 3 | 1 | 2 | 0.9 | -1 | -8 | -6 | 10 | 14
COc1ccc(Cl)cc1CN1CCN(c2nc(C)cc(C)c2C#N)CC1
 : 5 | -4 | 4 | 0.0 | -4 | 11 | 31 | 19 | 15
O=C1CN(S(=O)(=O)c2ccc(Cl)cc2)CC(=O)N1CCc1ccccc1
 : -3 | -1 | -5 | -2.7 | -1 | 15 | 15 | -3 | -6
Cc1cccn2c(=O)c3cc(C(N)=S)c(=N)n(CCCN4CCOCC4)c3nc12
 : 2 | 1 | -4 | -0.6 | 1 | 8 | 22 | -20 | 15
Cc1cc(C)cc(C(=O)NCCC(=O)NCc2cc(=O)n(C)c(=O)n2C)c1
 : -3 | 6 | -5 | 1.3 | -7 | 7 | 21 | 9 | -3
COc1ccc(C(CC(=O)c2ccccc2)C2CCCCC2=O)cc1 (stereo unspecified)
 : 8 | 4 | 0 | 0.5 | 2 | -6 | 15 | 18 | 19
Cc1ccc(S(=O)(=O)N2[C@@H](c3ccc4c(c3)OCO4)C(C(=O)O)=C[C@H]2C(C)(C)C)cc1
 : -9 | 2 | 0 | 0.7 | 2 | -5 | 8 | 14 | -4
COC(=O)COc1ccc(S(=O)(=O)Nc2ccccc2C(=O)OC)cc1
 : 3 | -2 | -2 | -0.2 | -5 | -1 | 8 | 20 | 1
COc1ccccc1N(CC(O)CN1C(C)CCCC1C)S(=O)(=O)c1ccccc1 (stereo unspecified)
 : 1 | 0 | 0 | 0.0 | -4 | 27 | 22 | 6 | -7
CC1CN(CCOc2cccc(Oc3ccccc3)c2)CC(C)O1 (stereo unspecified)
 : -5 | -2 | -1 | 0.6 | -5 | 10 | 11 | 17 | 15
COC(=O)C1=C(NC(=O)c2ccc(C)c(C)c2)CCS1
 : 14 | 3 | -5 | 0.3 | 1 | 36 | -20 | -6 | 9
CCOC(=O)c1ccc(S(=O)(=O)N2CCN(C(C)=O)CC2)cc1
 : -4 | -4 | -1 | 0.1 | -1 | 8 | -30 | 17 | 5
